High-throughput results deposited in PubChem by National Center for Advancing Translational Sciences (NCATS).
PI5P4K alpha inh: qHTS for Inhibitors of phosphatidylinositol 5-phosphate 4-kinase (PI5P4K) | Phosphatidylinositol 5-phosphate 4-kinase type-2 alpha (Homo sapiens), P48426 | AID 652105, 2013 | PI5P4Kalpha enzyme, ADP-Glo luminescence, 60 min; stronger effect = lower value | max response, % | actives 1.2% (n = 330,000); active = max response of -50% or lower; inconclusive = between -30% and -50%; inactive = -30% or higher; note: value at the top dose of about 77 µM; % is set by controls: 0 for no effect and ±100 for the full control effect
Target sequence (P48426 whole entry, looked up): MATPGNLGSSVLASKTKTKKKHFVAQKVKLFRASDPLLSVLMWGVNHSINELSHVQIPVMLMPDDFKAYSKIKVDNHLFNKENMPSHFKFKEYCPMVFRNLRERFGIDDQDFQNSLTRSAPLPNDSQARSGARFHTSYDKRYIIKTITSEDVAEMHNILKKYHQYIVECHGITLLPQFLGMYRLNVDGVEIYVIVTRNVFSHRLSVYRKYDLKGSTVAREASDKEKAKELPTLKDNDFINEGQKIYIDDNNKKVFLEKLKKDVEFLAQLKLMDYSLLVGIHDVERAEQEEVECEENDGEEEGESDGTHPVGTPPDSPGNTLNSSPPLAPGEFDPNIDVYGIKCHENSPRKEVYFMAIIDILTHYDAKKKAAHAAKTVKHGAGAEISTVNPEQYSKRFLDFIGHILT
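ADP-Glo luminescence end-point read after a 60 min room-temperature kinase reaction of PI5P4Kalpha plus substrate, initiated with ATP at 5 microM final. Buffer: 0.038 M HEPES pH 7.4, EGTA, 0.1% CHAPS, 5% DMSO.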
GLP1R inv ag: qHTS of GLP-1 Receptor Inverse Agonists (Inhibition Mode) | Glucagon-like peptide 1 receptor (Homo sapiens), P43220 | actives 1.6% (n = 410,000) | Potency, µM (highest dose often 38.3 µM), for inactives: at the highest dose activity change, negative = inhibition, hits mostly inhibitors | HEK293 GLP-1R CRE-luciferase, luminescence, 24 h; GLP-1R form is constitutively active; note: potency is the fitted concentration of half-maximal effect; % is set by controls: 0 for no effect and ±100 for the full control effect; nearly all actives have a fitted effect of over 55% in size
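Stable HEK293 clone (constitutively active GLP-1R + cAMP-response luciferase); 200 cells/uL plated, 12 h pre-culture, compound 24 hr, 37 deg C/5% CO2; detection reagent 12 min RT; luminescence.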
IL-2 act: qHTS of IL-2 Activators | actives 0.065% (n = 360,000) | activation, % (series mostly up to about 46 µM) | AID 652025, 2013 | IL-2 activation reporter assay, cell-based qHTS; stimulated with anti-CD3/CD4/CD28 beads; in transgenic mouse T cells; in the data active = activation above about 50%; inconclusive = mostly about 30% to 49%; note: 0% is about no effect
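Unstimulated transgenic mouse T cells, 750 per well, received compound and, after 60 minutes, anti-CD3/anti-CD4 bead plus anti-CD28 stimulation. EGFP and DsRed were quantified after 18 hours.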
EPAC1 antag: qHTS for Antagonist of cAMP-regulated guanine nucleotide exchange factor 3 (EPAC1): primary screen | EPAC1 GEF assay, Rap1b-BODIPY-GDP exchange fluorescence | Potency, µM (top dose mostly 115 µM), for the others: top-dose activity change, negative = inhibition, most hits filed as inhibitors | AID 720709, 2013 | actives 0.14% (n = 360,000);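 note: potency is the fitted concentration of half-maximal effect; plate controls were vehicle for no effect and positive control for full effect; nearly all actives have a fitted effect of over 50% in size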
PLK1 PBD inh: qHTS for Inhibitors of PLK1-PDB (polo-like kinase 1 - polo-box domain): Primary Screen. AID 720504, 2013. Potency, µM, for the others: max response, negative = inhibition, actives largely listed as inhibitors. Plk1 PBD binding of FITC phosphopeptide, fluorescence polarization. actives 2.8% (n = 360,000); note: potency is the fitted concentration of half-maximal effect; series mostly up to about 57 µM; % is set by controls: 0 for no effect and ±100 for the full control effect; nearly all actives have a fitted effect of over 65% in size
Target sequence (P53350 whole entry, looked up, the tested form may be a part): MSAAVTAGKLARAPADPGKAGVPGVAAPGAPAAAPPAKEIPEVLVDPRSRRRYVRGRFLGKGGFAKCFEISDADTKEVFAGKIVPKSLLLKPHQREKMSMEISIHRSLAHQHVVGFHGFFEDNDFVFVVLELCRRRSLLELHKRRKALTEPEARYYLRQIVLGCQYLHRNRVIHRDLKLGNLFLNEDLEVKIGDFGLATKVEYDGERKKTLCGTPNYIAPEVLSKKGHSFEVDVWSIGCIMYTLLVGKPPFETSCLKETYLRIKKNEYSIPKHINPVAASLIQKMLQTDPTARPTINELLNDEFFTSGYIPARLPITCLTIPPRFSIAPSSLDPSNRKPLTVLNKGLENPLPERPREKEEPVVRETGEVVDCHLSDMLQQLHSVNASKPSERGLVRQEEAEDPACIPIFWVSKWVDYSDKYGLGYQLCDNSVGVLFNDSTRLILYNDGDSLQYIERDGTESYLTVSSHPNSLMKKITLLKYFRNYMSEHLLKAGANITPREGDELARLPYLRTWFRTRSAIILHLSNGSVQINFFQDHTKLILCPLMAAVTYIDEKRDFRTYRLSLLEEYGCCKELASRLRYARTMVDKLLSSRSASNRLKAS
EPAC1 agonist: qHTS for Agonist of cAMP-regulated guanine nucleotide exchange factor 3 (EPAC1): primary screen; Rap guanine nucleotide exchange factor 3 (Homo sapiens), O95398; EPAC1 agonist qHTS, biochemical assay; response scale: 100% = response to 6.5 mM cAMP; Potency, µM (highest dose often 154 µM), for the others: at the highest dose activation, most hits filed as activators; actives 0.073% (n = 360,000); note: potency is the fitted concentration of half-maximal effect; nearly all actives have a fitted effect of over 60% in size
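Nucleotide exchange by EPAC1 (100 nM) on Rap1B–BODIPY-GDP (250 nM) in the presence of 50 uM GDP is tracked fluorescently at 480/540 nm over 30 min. Signals are normalized to a 6.5 mM cAMP control.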
GLP-1R agonist: qHTS of GLP-1 Receptor Agonists; HEK293 GLP-1R CRE-luciferase, luminescence, 4-6 h; cells express a hypersensitive GLP-1R form; Glucagon-like peptide 1 receptor (Homo sapiens), P43220; actives 0.007% (n = 380,000); AID 624172, 2012; Potency, µM (doses to about 45.6 µM), without a hit: top-dose activation, actives largely listed as activators; note: potency is the fitted concentration of half-maximal effect; % of control where 0% means no effect
GLP1R cytotox: qHTS of GLP-1 Receptor Inverse Agonists: Cytotox Screen; HEK293 cAMP-luciferase reporter cells, luminescence, 24 h; Potency, µM (series often up to 38.3 µM), for the others: at the top dose activity change, negative = inhibition, hits mostly inhibitors; actives 0.13% (n = 410,000); AID 624418, 2012;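 note: loss of luciferase light is scored as toxicity; potency is the fitted concentration of half-maximal effect; % is set by controls: 0 for no effect and ±100 for the full control effect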
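A 23 nL compound transfer followed 12 hours of cell culture at 37 deg C; exposure then lasted 24 hr. Luciferase assay detection reagent was dispensed and plates read for luminescence after a 12 min room-temperature wait.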
PTHR1 ag: qHTS for PTHR1 Agonists: Primary Screen; HEK293 GP2 PTHR1 cells, GloSensor cAMP luminescence, 1 h; Potency, µM (series often up to 115 µM), inactives show top-dose activation, hits mostly activators; actives 0.075% (n = 410,000); note: potency is the fitted concentration of half-maximal effect; nearly all actives have a fitted effect of over 55% in size; some results filed as inactive show a strong effect at the top dose; inactives centre near -15; many of its hits are not listed in these tables
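HEK-293-derived GP2 cells expressing PTHR1 and a GloSensor cAMP reporter, 3,000/well, plated overnight, given luciferin plus IBMX (each 0.5 mM as added) for 1 h at 37 °C, then compound for 1 h at 37 °C. Luminescence was read after 15 min at room temperature.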
* hit, by the source's call; i = inactive; ? = inconclusive; . = no result given; & = joins results of further samples; [ ] = remark or other dose. Unless noted, calls come from the whole dose curve; as a rule, active = well fitted curve in the direction sought with a large enough effect; inconclusive = small, poorly fitted or top-dose-only effect, or another doubt; inactive = no such curve, though single readings can be large; an effect the other way counts as inactive or inconclusive.

Compound | PI5P4K alpha inh | GLP1R inv ag | IL-2 act | EPAC1 antag | PLK1 PBD inh | EPAC1 agonist | GLP-1R agonist | GLP1R cytotox | PTHR1 ag
CCOC(=O)/C(=C\c1ccc(N2CCC(c3ccccc3)=N2)cc1)C(C)=O | 16 | ? | -0.4 | 11% | -17% | ? | -19% | -9% | -81%[inhibitor]
COc1cc(/C=C/C(=O)O)cc(S(=O)(=O)N2CCc3ccccc32)c1OC | -8 | 18% | -1.0 | -7% | 3% | 7% | -2% | 3% | i
CC(C)(C)c1ccc(C2C3=C(CCCC3=O)NC3=C2C(=O)c2ccccc23)cc1 (configuration not stated) | -8 | ? | -0.9 | -1% | 0% | 9% | 13% | -18% | -57%[inhibitor]
O=C(Nc1ccc(F)cc1)Nc1ccc(Oc2ncnc3cc(Cl)ccc23)nc1 | -3 | 5% | -0.7 | -4% | -8% | -4% | -4% | 3% | -3%
COc1cc(OC)cc(-c2cc3nc(C4CCN(C(=O)OC(C)(C)C)CC4)cc(=O)n3[nH]2)c1 | . | 33%[activator] | -2.5 | 0% | -13% | 3% | -1% | 1% | -32%[inhibitor]
O=C(Nc1cccc(C(=O)N2CCCCC2)c1)C1CCCC1 | 1 | 8% | 0.5 | 1% | -7% | -6% | 3% | 3% | -14%
O=C(c1cc2ccccc2oc1=O)N1CCCC1 | -3 | -4% | -1.1 | -7% | -5% | 13% | -8% | -2% | i
O=C(COC(=O)c1cccc(C(=O)OCC(=O)NC2CC2)n1)NC1CC1 | -9 | 12% | -0.6 | 0% | -4% | 6% | 2% | -1% | i
Cc1cc(C)c2c(=O)[nH]c(SCC(=O)c3ccc(C)c(C)c3)nc2n1 | 3 | 32%[activator] | -2.7 | 4% | 0% | -6% | 0% | -45% | i
CC(C)c1cc(C(N)=O)c(NC(=O)c2cccc(COc3ccc(Br)cc3)c2)s1 | . | -18% | 0.4 | -8% | -7% | 5% | -2% | 5% | i
CN(C1CCCCC1)S(=O)(=O)c1cc2c3c(c1)CCN3C(=O)CC2 | -1 | 43%[activator] | -1.5 | 11% | 4% | -4% | 14% | -10% | i
Cc1c(CC(=O)NCC(=O)NCC(=O)O)c(=O)oc2cc3oc4c(c3cc12)CCCC4 | -8 | 18% | 0.7 | -3% | -15% | 12% | 7% | -5% | i
COc1ccc(-c2nc3nc(C)cc(C)n3c2Nc2c(C)cccc2C)cc1 | . | ? | . | . | . | . | -2% | 1% | i
COc1ccc2[nH]c(=O)c(CN(Cc3ccco3)C(c3nnnn3Cc3ccccc3)C(C)C)cc2c1 (configuration not stated) | 0 | 0% | -2.3 | -10% | -10% | 6% | 2% | 5% | -7%
COc1ccccc1CNC(=O)CSC1=NCCS1 | 2 | -11% | -3.0 | 7% | ? | -4% | 7% | 3% | -15%
CCc1ccc(NC(=O)CSc2nc3n[nH]c(C)c3c(=N)n2-c2cccc(OC)c2)cc1 | . | 12% | -2.6 | 11% | -5% | 4% | 17% | 3% | -12%
COc1cc(C(=O)OCC(=O)Nc2ccc(S(=O)(=O)N3CCCC3)cc2)cc(OC)c1OC | -7 | 7% | -1.0 | -21% | -7% | 1% | 9% | -5% | -2%
O=C(Nc1nnc(-c2ccccc2)s1)c1ccc(F)cc1 | 10 | 22% | 0.2 | -3% | -3% | 1% | 13% | 0% | i
COc1cc(C)c(Cl)cc1S(=O)(=O)n1ccnc1C | . | 3% | -0.1 | 13% | -6% | 4% | 0% | -9% | i
NC(=O)c1ccc(Oc2ccc3ccc(=O)oc3c2)c([N+](=O)[O-])c1 | ? | 5% | -0.3 | 11% | -3% | -3% | 0% | -9% | i
COc1cccc(N(C(=O)CNC(=O)c2ccco2)C(C(=O)NC2CCCC2)c2ccncc2)c1 (configuration not stated) | -8 | -17% | -1.6 | -8% | -9% | -5% | -8% | 4% | -14%
COC(=O)c1sccc1NC(=O)CC1NCCNC1=O (configuration not stated) | 11 | 17% | 0.3 | -3% | -3% | 15% | 1% | 9% | i
Nc1nnnn1/N=C/c1ccccc1C(F)(F)F | -56* | 8% | 0.3 | 5% | 3.4µM* | -8% | -4% | -8% | i
N#CC1=C(N)Oc2cc(N)ccc2C1c1cc(Br)cs1 (configuration not stated) | ? | ? | -0.6 | -22% | -18% | 15% | 11% | 30% | -71%[inhibitor]
Cn1c(=O)c2c(SCC(=O)Nc3cccc(F)c3)nc(-c3ccco3)nc2n(C)c1=O | 2 | 10% | 2.1 | 1% | 4% | 7% | 1% | -5% | i

Some of these compounds in order of the EPAC1 antag value, high to low:
| Compound | EPAC1 antag |
| --- | --- |
| COC(=O)c1sccc1NC(=O)CC1NCCNC1=O (configuration not stated) | -3% |
| CC(C)c1cc(C(N)=O)c(NC(=O)c2cccc(COc3ccc(Br)cc3)c2)s1 | -8% |
| N#CC1=C(N)Oc2cc(N)ccc2C1c1cc(Br)cs1 (configuration not stated) | -22% |

Continuation:
Compound | PI5P4K alpha inh | GLP1R inv ag | IL-2 act | EPAC1 antag | PLK1 PBD inh | EPAC1 agonist | GLP-1R agonist | GLP1R cytotox | PTHR1 ag
O=C(CNC(=S)N(Cc1ccc(F)cc1)C1CCCCC1)NC1CC1 | . | ? | -0.3 | -1% | -11% | 2% | 13% | -12% | ?
CCCOC(=O)c1ccc(NC(=O)c2ccccc2OC)cc1 | 15 | ? | 1.8 | -12% | -8% | 8% | 12% | 3% | -32%[inhibitor]
CCC(C)(C)C(=O)O[C@H]1C[C@@H](C)C=C2C=C[C@H](C)[C@H](CC[C@@H]3C[C@@H](O)CC(=O)O3)[C@H]21 | -18 | -35% | -0.1 | -21% | 30µM* | -26% | -3% | -12% | i
Cc1cc(C)c(OCC(=O)Nc2ccc(NC(=O)c3ccco3)cc2)c([N+](=O)[O-])c1 | -18 | -5% | -0.6 | -9% | -6% | 1% | 13% | 10% | -24%
C=CCC(CC=C)(C(N)=O)c1ccccc1 | -1 | 6% | -0.8 | -9% | -9% | 3% | 1% | 5% | -23%
COc1ccc(S(=O)(=O)NCCCCCC(=O)O)cc1C(=O)O | 0 | -7% | 0.1 | -9% | -7% | -8% | -3% | 7% | -23%
CCOc1ccc(S(=O)(=O)N(CC(=O)Nc2cc(C)on2)Cc2ccccc2Cl)cc1 | . | 10% | -1.7 | 11% | 1% | 18% | 5% | 7% | -5%[57.5 µM]
OCC[C@@H]1C[C@@H](O)[C@H](O)[C@@]2(OCCc3ccccc32)O1 | 5 | 3% | -0.5 | 0% | -9% | 6% | 5% | -10% | i
O=C(NN1CCOCC1)c1ccc(Br)s1 | 0 | -1%[0.307 µM] | 0.4 | 7% | -13% | 10% | -1% | -7%[0.307 µM] | i
COc1cc(CC(=O)OC2CCOC2=O)cc(OC)c1OC (configuration not stated) | 8 | 4% | -1.7 | 12% | -4% | 0% | 8% | -8% | i
COc1ccc(NC2CCCN(C(=O)CCC3=NNC(=O)CC3)C2)cc1 (configuration not stated) | -1 | 24% | 0.8 | -8% | 5% | -15% | -19% | -11% | -22%
COc1cccc(F)c1C(=O)NC(=O)Nc1ccc2nc(C)oc2c1 | -3 | 1% | 1.5 | 0% | -8% | 15% | 18% | -5% | i
CCCN(CCC)Cc1c(C(=O)N/N=C/c2ccoc2)nnn1-c1nonc1N | 5 | -16% | -2.4 | 0% | 1% | 1% | 3% | ? | i
CSc1cccc(CN2CCC(CO)(Cc3cccc(C(F)(F)F)c3)CC2)c1 | 27 | ? | 0.8 | -29% | -2% | -9% | 13% | ? | -14%
Cc1ccsc1CN(C)C(=O)CN1C(=O)NC2(CCCc3ccccc32)C1=O (configuration not stated) | 2 | ? | 1.0 | 11% | -4% | -3% | 6% | 2% | -22%
Cc1ccc(S(=O)(=O)N2CCCC2C(=O)OCc2nc3ccccc3s2)cc1 (configuration not stated) | 3 | -30% | 1.0 | -8% | -7% | -2% | 15% | -11% | i
CCOC(=O)Nc1ccc(OC)cc1S(=O)(=O)N1CCCCC1 | -4 | -17% | -0.9 | 7% | 0% | -3% | -1% | -15% | -4%[57.5 µM]
CCC1Nc2ncnc(N3CCOCC3)c2N(Cc2ccc(Br)cc2)C1=O (configuration not stated) | -5&-1 | 7%&8% | 0.0&0.0 | -16%&3% | -6%&-7% | -24%&-11% | 7%&-3% | 5%&-7% | -21%&-24%
CC1CN2C(c3ccc(Cl)cc3)=CSC2=N1 (configuration not stated) | 1 | -22% | 0.6 | -21% | -26% | 8% | -6% | -18% | -21%
CCc1ccc(N2CC(C(=O)Nc3cccc(C(=O)NC4CC4)c3)CC2=O)cc1 (configuration not stated) | -16 | 7% | 0.2 | 37%[activator] | -15% | -14% | -5% | 1% | -30%[inhibitor]
Cc1cc[n+](-c2[nH]c(=O)sc2/C=N/N=C(\[O-])c2ccncc2)cc1 | -7 | 14% | -1.2 | 6% | -6% | 1% | -1% | -7% | -22%
Cn1nccc1C(=O)N1CCN(c2ncccn2)CC1 | 0 | 2% | -4.0 | 2% | -6% | 6% | 6% | 0% | i
COc1ccc(-c2ccccc2NC(=O)C2CCCN(Cc3ccco3)C2)cc1 (configuration not stated) | -3 | ? | -0.9 | 1% | -3% | -15% | 1% | -15% | i

Copied from the list.
For PLK1 PBD inh, CCc1ccc(N2CC(C(=O)Nc3cccc(C(=O)NC4CC4)c3)CC2=O)cc1 (configuration not stated) is listed with -15%
For GLP1R cytotox, CN(C1CCCCC1)S(=O)(=O)c1cc2c3c(c1)CCN3C(=O)CC2 is listed with -10%

A portion of the library; count on the stated rates, not on these rows.
